# OXTR potentiate: potentiators of human oxytocin receptor; P30559; activation, % at 3 µM; hit rate 0.061% among 320,000; AID 2445; CHO-OTR cells, Fluo-8 calcium fluorescence, potentiator mode; 0% = oxytocin EC15, 100% = EC100;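 active = activation above that plate's cutoff, the mean activation of tested compounds plus 3 SD, cut at about 6.6% in these data, passing the limit was not always enough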;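 also: 100% uses oxytocin at 75 nM as the full agonist control; some results filed as inactive read as strong as hits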
# Target sequence (P30559 whole entry, looked up): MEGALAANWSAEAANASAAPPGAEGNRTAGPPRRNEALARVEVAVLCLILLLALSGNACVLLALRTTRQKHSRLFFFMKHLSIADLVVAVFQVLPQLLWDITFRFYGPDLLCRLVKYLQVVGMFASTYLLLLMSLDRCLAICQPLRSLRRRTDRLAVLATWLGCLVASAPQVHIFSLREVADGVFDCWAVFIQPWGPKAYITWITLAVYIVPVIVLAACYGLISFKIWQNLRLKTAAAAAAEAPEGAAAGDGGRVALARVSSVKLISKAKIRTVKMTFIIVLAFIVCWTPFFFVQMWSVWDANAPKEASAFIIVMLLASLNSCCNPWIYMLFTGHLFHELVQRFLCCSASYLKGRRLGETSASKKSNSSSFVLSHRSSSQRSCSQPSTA
#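 assay system = CHO-OTR cells, human receptor | schedule = compound 6 min at room temperature before oxytocin, 100 s read | detection = Fluo-8 intracellular calcium fluorescence, ex 470-495, em 515-575 nm | evaluation = normalized max/min fluorescence ratio, % activation | control set = EC15 oxytocin alone as 0%, 75 nM oxytocin (EC100) as 100%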
# CHRM1 antagonist: antagonists of human M1 muscarinic receptor | AID 588852 | P11229 | inhibition, % at 3 µM | CHO-K1 hM1, Fluo-8 calcium fluorescence, ACh EC80 antagonist | hit rate 1.3% among 360,000;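 active = percent inhibition above its own plate's cutoff, namely the mean of that plate's compound wells plus 3 SD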;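 also: peak over basal fluorescence ratio during 140 s after agonist addition; 0% = ACh EC80 plus DMSO and 100% = DMSO alone without agonist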
# M1 ag: human M1 muscarinic receptor agonism; activation, % at 3 µM; P11229; hit rate 0.33% among 360,000; CHO-K1 hM1, Fluo-8 calcium fluorescence, agonist mode; 0% DMSO, 100% acetylcholine EC100; AID 588814;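 active = activation above the run's mean compound activation plus 3 SD, cut at about 16% in these data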;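 also: peak over basal fluorescence ratio within a 140 s kinetic read after compound addition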
# M1 ag parental: counter-screen for M1 agonists: effect in parental CHO-K1 cells; AID 602248; activation, % at 3 µM; Fluo-8 calcium fluorescence; scaled to maximal ATP response, vehicle zero; hit rate 0.48% among 360,000; in the data active = activation above about 15%;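 also: untransfected CHO-K1 host cells lacking M1 receptor as counterscreen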
# M1 PAM parental: counter-screen for M1 PAMs: effect in parental CHO-K1 cells; ATP EC20, Fluo-8 calcium fluorescence; 0% at ATP EC20, 100% at ATP max; hit rate 0.02% among 360,000; activation, % at 3 µM;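 active = activation above the run cutoff, the mean activation of all test compounds plus 3 SD, cut at about 40% in these data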;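 also: peak over basal fluorescence ratio in a 140 s read after ATP addition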
# CHO-K1 Ca antag: counter-screen for M1 antagonists: effect in parental CHO-K1 cells; ATP-induced calcium, Fluo-8 fluorescence; inhibition, % at 3 µM; hit rate 0.6% among 360,000;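 active = inhibition above a per-plate cutoff, the plate's mean sample inhibition plus 3 SD, cut at about 24% in these data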;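 also: 0% = DMSO plus EC80 ATP and 100% = DMSO alone without ATP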
# TAAR1 antagonist: antagonists of human TAAR1; Q96RJ0; AID 624466; inhibition, % at 3 µM; CHO RD-HGA16 TAAR1, Fluo-8 calcium fluorescence, antagonist; hit rate 1.5% among 360,000;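 active = inhibition above a per-plate cutoff, the mean inhibition of test compounds on that plate plus 3 SD, cut at about 49% in these data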;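 also: 0% = DMSO plus EC80 beta-PEA response and 100% = DMSO alone without agonist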
# Target sequence (Q96RJ0 whole entry, looked up): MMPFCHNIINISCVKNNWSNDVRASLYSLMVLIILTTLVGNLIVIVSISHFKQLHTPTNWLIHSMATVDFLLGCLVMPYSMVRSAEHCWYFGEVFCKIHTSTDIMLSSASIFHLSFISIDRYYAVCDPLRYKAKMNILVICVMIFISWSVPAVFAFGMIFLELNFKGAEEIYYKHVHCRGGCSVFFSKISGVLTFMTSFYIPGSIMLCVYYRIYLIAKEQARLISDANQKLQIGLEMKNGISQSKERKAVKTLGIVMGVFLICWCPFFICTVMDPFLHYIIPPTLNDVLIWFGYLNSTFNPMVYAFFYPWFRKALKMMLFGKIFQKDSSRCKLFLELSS
#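 Material: CHO RD-HGA16 cells bearing hTAAR1; compound dosing: one-point dosing, 3 µM nominal final; schedule: dye loading 75 min at 37 °C, then 30 min room temperature; measured by: calcium fluorescence with Fluo-8; control set: vehicle and agonist controls; replication: n of 1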
# TAAR1 agonist: agonists of human TAAR1; CHO RD-HGA16 TAAR1, Fluo-8 calcium fluorescence; vehicle wells 0%, saturating PEA agonist 100%; activation, % at 3 µM; hit rate 0.99% among 360,000; AID 624467;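 active = activation above the mean activation of all test compounds in the run plus 3 SD, cut at about 38% in these data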
#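 System: CHO-derived RD-HGA16 cells with stable Gα16 and human TAAR1 / Times: 17-24 h plating, Fluo-8 75 min 37 °C, 30 min RT / Technique: calcium-sensitive Fluo-8 signal, excitation 470-495, emission 515-575 nm / Measure: % activation relative to PEA EC100 response / Benchmarks: DMSO and PEA EC100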
# CHO parental Ca: counter-screen: ATP calcium response change in parental CHO cells | parental CHO-K1, ATP-induced calcium, Fluo-8 fluorescence | inhibition, % at 5.6 µM | hit rate 0.63% among 330,000 | AID 463079;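 active = inhibition above that plate's mean sample inhibition plus 3 SD, cut at about 26% in these data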;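 also: 0% = ATP-challenged DMSO wells and 100% = DMSO wells without ATP; some compounds past the cut are filed as inactive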
#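 Measured by: calcium-sensitive Fluo-8 fluorescence / Test system: CHO parental line / Controls: ATP-challenged DMSO wells low, unchallenged DMSO wells high / Measure: % inhibition / Compound: single nominal dose of 5.6 µM per compound / Replicates: single well per compound, no replicates / Reagent: ATP as calcium-mobilizing challenge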
# Starred values were filed as active, the others as inactive; / = not tested or not shown; & = joins results of further samples.
canonical_smiles,OXTR potentiate,M1 PAM parental,CHO parental Ca,CHRM1 antagonist,M1 ag parental,CHO-K1 Ca antag,TAAR1 antagonist,TAAR1 agonist,M1 ag
CC(=O)Nc1ccc(S(=O)(=O)N2CCN(c3ccc(C)c(Cl)c3)CC2)cc1,-9,-1,4,2,-0.5,0,18,24,8
COc1ccc(S(=O)(=O)c2c(O)c3ccc(C(=O)Nc4ccccc4Cl)cc3[nH]c2=O)cc1,-8,-10,1,1,0.4,-8,12,1,-2
O=C1c2ccccc2-c2onc3c(N4CCN(CCO)CC4)cc(N4CCN(C(=O)c5ccco5)CC4)c1c23,-5,-12,-16,2,1.1,-4,-2,4,-5
COc1cccc(C(=O)N2CCC(C(=O)NCc3ccc(C)cc3)CC2)c1,-5,-23,-17,-9,-0.2,1,2,1,-3
Cc1ccc(S(=O)(=O)N/N=C2/CCCCC2C2CCCCC2)cc1[N+](=O)[O-] (configuration not stated),3,14,-7,-4,-0.1,2,1,-1,-2
Cc1nc2nc(COc3ccccc3)[nH]n2c(=O)c1Cl,-17,1,-4,6,-0.3,0,7,0,-3
CCn1c(SCC(=O)NCC2CCCO2)nnc1-c1ccccc1 (configuration not stated),-1,1,-9,-11,-0.3,1,11,0,0
O=C(Nc1ccc(F)cc1)C1CCN(S(=O)(=O)c2cccs2)CC1,-17,11,-27,4,6.4,-8,11,13,0
O=C(N/N=C/c1ccsc1)C1CC1,-3,-1,-3,-12,-0.8,-6,-6,6,-3
Cc1cc(C)c2c(N)c(C(=O)NN)sc2n1,-6,-23,-15,-8,0.2,5,-10,2,-2
CCOC(=O)c1[nH]c2ccc(OC)cc2c1NS(=O)(=O)c1ccc(OC)cc1OC,-5,17,-8,5,2.1,-3,-2,3,-3
NS(=O)(=O)c1ccc(CCNC(=O)C2CCN(S(=O)(=O)c3ccc(Br)s3)CC2)cc1,4,18,1,-13,0.0,-8,-8,6,-5
CC12CCC(=O)C=C1CCC1C2CCC2(C)C1CC1C3C(=O)N(Cc4ccccc4)C(=O)C3CC(=O)C12 (configuration not stated),/,17,/,-17,-0.1,-13,12,0,-8
COc1cc(C(=O)NCCC2=CCCCC2)cc(OC)c1OC,-4,13,-5,2,0.5,-8,12,14,-5
CC1CCN(Cc2cc(=O)oc3cc(O)c(Cl)cc23)CC1,0,10,2,12,6.9,-2,4,1,1
CC(=O)NC(CC(=O)Nc1ccc2c(c1)OCCO2)c1ccccc1 (configuration not stated),-8,8,-8,-12,0.5,-10,-1,1,0
CCOP(=O)(OCC)C(C#N)=C1SCN(c2ccc(Cl)cc2)CS1,-4,16,-7,-6,0.3,0,5,1,-5
O=c1[nH]c(SCc2ccc(OC(F)(F)F)cc2)nc2c1CCC2,/,20,/,-9,0.5,-11,-13,6,-5
O=C(CNC(=O)c1ccco1)NCC(=O)OCc1ccccc1Cl,-3,5,-6,-7,0.7,-4,3,6,-3
NS(=O)(=O)c1ccc(NC(=O)CSc2nnc(-c3cnccn3)n2-c2ccccc2)cc1,-8,9,-11,-4,0.2,-4,9,4,-2
CC(C)Cc1nnc(NC(=O)CN2C(=O)NC3(CCCC3)C2=O)s1,-4,-3,-17,-2,0.8,-1,-7,1,-4
Cc1cccc(CN2C(=O)N/C(=C/c3cc(C)n(-c4cc(C)ccn4)c3C)C2=O)c1,-12,21,-11,-3,0.7,-1,/,/,-4
O=C(COC(=O)c1cccc(Br)c1)Nc1cccc2c1C(=O)c1ccccc1C2=O,0,5,-2,-4,-0.3,3,1,1,-1
Cc1ccc(S(=O)(=O)NN=C(c2ccccc2)c2cccs2)cc1,/,16,/,-10,-0.3,-14,-28,-1,-9
COc1cc(NC(=S)NN2CCOCC2)cc(OC)c1,/,19,/,-27,0.5,-11,-15,5,-2

# More compounds:
canonical_smiles,OXTR potentiate,M1 PAM parental,CHO parental Ca,CHRM1 antagonist,M1 ag parental,CHO-K1 Ca antag,TAAR1 antagonist,TAAR1 agonist,M1 ag
CC(C)Cc1nnc(NC(=O)C2CCN(C(=O)c3ccc(F)cc3)CC2)s1,-13,7,-5,-8,1.2,-1,1,2,-1
N#Cc1ccc(OCC(=O)OCC(=O)NC2CC2)cc1,-5,-5,-3,4,-0.3,-3,9,4,-3
C/C(=N\Nc1cc(N2CCOCC2)ncn1)c1cccc([N+](=O)[O-])c1,-10,14,-2,-8,-0.5,-5,4,3,-4
CCOc1cc(C2C(C(=O)c3ccco3)=C(O)C(=O)N2Cc2ccccc2)ccc1O (configuration not stated),-4,14,7,-9,6.5,1,-10,0,1
Cc1cc(Br)cn2c(Cc3ccccc3)c(-c3cccc(Br)c3)nc12,/,3,/,-9,0.4,-19,-23,2,-3
CC(=O)NNC(=O)c1cc2sccc2s1,-5,7,7,-6,0.0,-9,-12,0,-3
Cc1ccc(-c2c[n+]3c(n2-c2ccccc2)CCC3)cc1,-6,-22,-8,-12,0.1,13,-25,7,-7
Cc1ccc(S(=O)(=O)N[C@H](C(=O)OCn2nnc3ccccc3c2=O)C(C)C)cc1,-21,-2,-22,3,0.9,5,0,0,-3
CC1(C)Cc2c(sc3nc(-c4ccccc4)n(N)c(=O)c23)CO1,-1,-9,-27,-34,0.2,2,-4,4,3
COc1ccc(S(=O)(=O)N2CCOCC2)cc1C(=O)NCC(c1ccco1)N1CCCC1 (configuration not stated),0,-22,-16,10,0.2,10,1,1,-7
CS(=O)(=O)N(CC(=O)Nc1ccc2c(c1)OCO2)c1ccc2c(c1)OCO2,3,12,-7,14,0.5,-5,3,5,-4
CSc1nc2nc3c(cc2c(=O)n1-c1ccccc1)COC(C)(C)C3,-2,12,-17,-5,1.5,-4,6,1,-4
Cn1ccnc1SC(=O)N1c2ccccc2Sc2ccccc21,-9,7,-12,8,0.3,-11,-1,10,-6
Cc1ccnc(NS(=O)(=O)c2ccc(NS(=O)(=O)c3ccc(Br)cc3)cc2)n1,1,1,14,-8,0.1,-15,-13,1,0
CCOc1ccc(N=C2NC(=O)S/C2=C\c2ccc(N(C)C)cc2)cc1,-11,12,5,7,2.6,2,57*,24,-2
O=C(CSc1ncc(C(F)(F)F)cc1Cl)N1CCN(S(=O)(=O)c2ccc(Cl)cc2)CC1,-4,9,-37,-7,0.4,-3,8,8,-4
C=CC(=O)N1C/C=C\C(c2ccc(OC)cc2)N(Cc2ccc(F)cc2)C(=O)C1 (configuration not stated),/,9,/,-1,0.7,-14,-9,1,0
CCN(CC)CCCn1c2c(c(SCC(=O)Nc3cc(OC)cc(OC)c3)nc1=O)CCC2,7,-20,-8,29*,3.0,-1,-5,0,-8
O=S(=O)(N[C@H](CO)c1ccccc1)c1ccc(Br)cc1F,/,-11,-17,-18,0.5,-3,-22,3,-2
CS(=O)(=O)c1ccc2nc(NC(=O)C3COc4ccccc4O3)sc2c1 (configuration not stated),-13,15,-6,-1,2.9,-11,0,10,2
C/C(CC(=O)NCc1ccc(F)cc1)=N\NC(N)=S,-8,11,-9,6,-0.3,4,-6,1,-7
CC(=O)NC(Cc1ccccc1F)C(=O)NC1CCN(C(=O)c2cnccn2)CC1 (configuration not stated),2,20,-4,8,0.6,-12,-6,13,-4
NC(c1ccccc1)c1csc(Nc2ccc(C(=O)NCCCO)cn2)n1 (configuration not stated),/,16,/,-6,0.4,-9,-12,2,-3
CCOc1cccc(=O)c2c(C)oc(C)c12,2,-13,-14,-30,-0.2,-6,1,-1,7
CCOc1[nH]c(/N=C/c2ccco2)c(C#N)c1C#N,-10,16,-1,8,1.7,-7,-14,11,-1

# The listing continues:
canonical_smiles,OXTR potentiate,M1 PAM parental,CHO parental Ca,CHRM1 antagonist,M1 ag parental,CHO-K1 Ca antag,TAAR1 antagonist,TAAR1 agonist,M1 ag
CCCc1nnc(NC(=O)CCS(=O)(=O)Cc2ccccc2)s1,1,24,8,-8,0.8,-13,-20,0,-2
Cc1ccc(NC(=O)Cn2nnc(C(=O)NCc3cccs3)c2N)cc1Cl,-2,-3,1,-10,0.1,-21,-28,1,-1
Cc1ccc(C2N(c3ccc(Cl)c(Cl)c3)C(=O)C3CCCN32)o1 (configuration not stated),-20,11,-21,-7,1.2,1,3,4,-4
Cc1cc(C)n(CC(C)NC(=O)CCc2nnc(CCc3ccccc3)o2)n1 (configuration not stated),6,16,-8,-2,0.2,-7,-5,-1,-3
C/C(=C/C(=O)O)C(=O)Nc1cccc(C(F)(F)F)c1,6,20,6,1,0.3,-12,-1,4,-3
O=C1C=C(c2cccc(Cl)c2O)C[C@@H](c2ccc(F)cc2)C1,-5,14,-8,12,3.2,-18,9,2,-4
O=C1CCC(C(=O)N2CCCCO2)CN1CCc1ccccc1 (configuration not stated),-4,-3,1,14,0.5,-10,-21,2,-1
CN(C(=O)Nc1cnccc1C(F)(F)F)C1CCCCC1,-14,-12,-10,-3,0.0,8,-7,-1,-3
COc1ccc(C(CNC(=O)CSc2ccccc2)N2CCOCC2)cc1 (configuration not stated),/,6,/,3,-0.2,6,-4,1,1
CNC(=O)c1cc(NC(=O)N(CCC#N)CCN(C(=O)NC(Cc2ccccc2)C(=O)NC(CC(C)C)C(=O)NC)c2ccccc2)ccc1OC (configuration not stated),/,20,/,-10,0.7,-17,-18,1,-4
CC(C)(C)c1ccc(Oc2ccc(N)cc2)cc1,-7,22,-1,-3,3.4,-9,13,6,-5
CCc1noc(C)c1C(=O)N1CCN(S(=O)(=O)c2ccc(Cl)s2)CC1,-4,3,-14,-11,1.4,-8,-16,1,-3
Cc1cc(NC(=O)CCCC(=O)N(CC(=O)NC2CCCCC2)c2ccccc2)no1,-6,16,-14,-11,0.0,-13,3,6,-3
COc1ccc(C(=O)Nc2ccccc2NC(=O)c2ccc(OC)cc2)cc1,-2,-8,-27,0,12,6,-36,4,-2
CC(C)(C)NC(=O)NC(=O)COC(=O)Cn1c(C(F)(F)F)nc2ccccc21,-9,6,-13,6,1.6,18,8,3,0
CC(=O)c1sc(N)nc1C,-7,-3&-16,-4,3&-5,1.4&-0.1,5&-9,-9&-4,0&13,-3&-7
Cn1nc(C(F)(F)F)c(CNC(=O)C(C)(C)CCl)c1N1CCOCC1,-9,-10,11,-4,0.3,-1,1,0,-3
c1ccc(COc2ccc(-c3cc4nc(NCCN5CCOCC5)ccn4n3)cc2)cc1,/,-8,/,9,10,1,48,14,3

# High-throughput results from PubChem BioAssay.
